# NCI-60 one-dose screen, 48 h, at 10 µM unless noted. Numbers give growth in % (100 = growth as untreated, 0 = no growth, -100 = all killed).
# T-47D: T-47D breast cancer | 79,000 tested, 5% active
# MDA-MB-231: MDA-MB-231 breast cancer; AID 1794789; 81,000 tested, 5% active
# SK-MEL-28: SK-MEL-28 melanoma; 81,000 tested, 4.1% active
# BT-549: BT-549 breast cancer; 78,000 tested, 4.4% active
# LOX IMVI: LOX IMVI melanoma | 79,000 tested, 7.4% active
# HS 578T: HS 578T breast cancer; 78,000 tested, 4.1% active; AID 1794788
# MDA-MB-468: MDA-MB-468 breast cancer | 78,000 tested, 8.5% active | AID 2202374
# MCF7: MCF7 breast cancer. 82,000 tested, 6.3% active
# An asterisk follows results filed as active; . = not tested or not shown; & = joins results of further samples. How the source made its calls: active means growth percent below 10; inactive means the rest.
# Sample of the layout, seven compounds:
# Each structure is followed by: T-47D	MDA-MB-231	SK-MEL-28	BT-549	LOX IMVI	HS 578T	MDA-MB-468	MCF7
> CC1COc2c(N3CCN(C)CC3)c(F)cc3c(=O)c(C(=O)NNC(=S)Nc4cccc(C(F)(F)F)c4)cn1c23 (stereo not drawn)
  91	101	105	112	119	107	91	89
> Cc1cc(N=C2C=CC(=O)C=C2)c(C(C)C)cc1O
  95	89	.	.	101	99	66	98
> CCOC(=O)c1csc(CCNC(=O)c2ccccc2)n1
  81	105	120	94	96	105	.	92
> O=C(NO)c1cc(=O)[nH]o1
  104	108	101	98	96	116	94	93
> CSc1ccncc1C(O)c1cccc(C(F)(F)F)c1 (stereo not drawn)
  74	91	97	109	86	101	91	86
> CCOC(=O)C(C)NCc1ccccc1 (stereo not drawn)
  107	115	102	99	98	105	114	93
> O=c1nc(Oc2ccccc2)nc2ncccn12
  86	102	90	104	92	76	108	87

# The listing, from the first entry:
# Each structure is followed by: T-47D	MDA-MB-231	SK-MEL-28	BT-549	LOX IMVI	HS 578T	MDA-MB-468	MCF7
> CC1COc2c(N3CCN(C)CC3)c(F)cc3c(=O)c(C(=O)NNC(=S)Nc4cccc(C(F)(F)F)c4)cn1c23 (stereo not drawn)
  91	101	105	112	119	107	91	89
> Cc1cc(N=C2C=CC(=O)C=C2)c(C(C)C)cc1O
  95	89	.	.	101	99	66	98
> CCOC(=O)c1csc(CCNC(=O)c2ccccc2)n1
  81	105	120	94	96	105	.	92
> O=C(NO)c1cc(=O)[nH]o1
  104	108	101	98	96	116	94	93
> CSc1ccncc1C(O)c1cccc(C(F)(F)F)c1 (stereo not drawn)
  74	91	97	109	86	101	91	86
> CCOC(=O)C(C)NCc1ccccc1 (stereo not drawn)
  107	115	102	99	98	105	114	93
> O=c1nc(Oc2ccccc2)nc2ncccn12
  86	102	90	104	92	76	108	87
> O=C1C(=O)c2ccccc2C(O)=C1CCCCCCCCCCBr
  102	99	104	103	96	92	101	89
> Nc1cc(Cl)cc2c1-c1ccc(Cl)cc1C2
  97	100	105	102	.	88	93	82
> COc1cc(C2CC(c3ccc(Cl)cc3)=NN2C=O)ccc1Oc1nc2c(c(=O)n(C)c(=O)n2C)n1C (stereo not drawn)
  75	78	106	100	77	87	78	74
> COc1cc(/C=N/NC(=O)CSc2nc3ccccc3c(=O)n2CCc2ccccn2)cc(OC)c1OC
  85	98	108	91	101	.	105	97
> C/C=N/NC(=O)OCC
  84	102	99	102	99	102	108	95
> Nc1nonc1-c1nc2ccccc2n1Cc1ccc(F)cc1
  61	60	61	58	49	54	24	28
> COc1cc2c(c(OC)c1OC)C(=O)CC(c1cccc(NC(=O)c3cc(NC(=O)[C@H](Cc4ccccc4)NC(=O)OC(C)(C)C)ccc3C)c1)O2 (stereo partly drawn)
  79	92	108	96	.	86	84	77
> O=C1Nc2ccccc2C1=Nc1ccccc1-c1ccccc1
  50	74	82	75	45	67	87	40
> Cc1cc2c(=O)[nH]c(N)nc2[nH]1
  95	107	113	105	96	109	98	95
> Cn1c(=O)c2c(nc(/N=C/c3ccc([N+](=O)[O-])cc3)n2C)n(C)c1=O
  105	120	107	107	99	.	120	101
> Cc1cc(C)c(CN)cc1CN
  99	108	108	112	98	104	99	102
> Cc1ccc(S(=O)(=O)C/C(=N\Nc2ccccc2)c2cc3cc(Br)ccc3oc2=O)cc1
  72	73	94	83	74	87	97	94
> O=C(Nc1nnc(-c2ccc(Cl)cc2Cl)s1)c1ccccc1
  95	123	108	108	.	111	101	96

# Each structure is followed by: T-47D	MDA-MB-231	SK-MEL-28	BT-549	LOX IMVI	HS 578T	MDA-MB-468	MCF7
> C/C(=N\NC(N)=S)C(C)(C)O
  57	78	98	104	95	97	26	27
> COc1ccc2[nH]c(=O)c(CN3CCN(c4nccc(-c5ccc(Cl)cc5)n4)CC3)cc2c1
  74	85	96	91	100	73	89	84
> COCCNC1=C(Cl)C(=O)c2ccccc2C1=O
  99	100	109	98	.	105	77	81
> COc1ccc2c(=O)c(C)c(C(=O)N[C@@H](Cc3ccccc3)C(O)C(=O)NCc3ccccc3)oc2c1 (stereo partly drawn)
  100	97	104	115	107	114	95	97
> CCCCCCCCCCCCCCCCCC(=O)Oc1ccc2ccccc2c1
  93	98	116	111	91	100	103	88
> C/C(=N\N=C(/C)c1ccc(Br)s1)c1ccc(Br)s1
  90	96	115	101	95	99	71	74
> CC(C)(C)NC(=O)C(OC(=O)c1cccc(Cl)c1)c1ccc(Cl)cc1 (stereo not drawn)
  97	112	105	83	94	110	88	96
> Cc1cccc(N=C2C(=O)NC(=O)NC2=O)c1
  81	95	102	.	91	107	119	91
> COc1ccc(/C=C/C(=O)c2cccc(B(O)O)c2)cc1O
  32	48	79	14	14	33	35	24
> O=C(N/N=C/c1ccnc2ccccc12)c1cc(O)c(O)c(O)c1
  82	107	112	101	99	110	96	99
> COc1ccc(C2=NN(/C=C3\SC(=O)NC3=Nc3ccc(OC(C)=O)cc3)C(c3ccc(F)cc3)C2)cc1 (stereo not drawn)
  89	99	103	102	99	93	100	92
> CCCCCCCCCCCCCCCCCC(=O)NCO
  107	113	112	99	95	109	113	98
> CCN1CCC(Nc2ccnc3cc(Cl)ccc23)CC1
  121	54	84	96	84	99	54	75
> CC(=O)N(c1ccccc1C)c1ccccc1C
  97	95	108	100	104	112	102	103
> O=C1CC(c2ccc(Cl)c(Cl)c2)c2cc3c(cc2N1)OCO3 (stereo not drawn)
  54	66	105	76	52	81	59	83
> C[C@H]1[C@H](C)CC[C@]2(C(=O)O)CC[C@]3(C)C(=CC[C@@H]4[C@@]5(C)C[C@@H](Cc6cn([C@@H]7O[C@H](CO)[C@@H](O)[C@H](O)[C@H]7O)nn6)[C@H](O)C(C)(C)[C@@H]5CC[C@]43C)[C@H]12
  94	102	101	102	99	103	94	93
> COc1ccc2oc(=O)cc(Cc3cn4ccccc4nc3=O)c2c1
  87	104	113	106	104	96	113	95
> CN(C)CCC(=O)c1ccc(-c2ccccc2)cc1
  85	104	110	.	93	102	90	64
> CC1=NC2=NN3C=C(c4ccccc4)N(N)C3=NN2C(c2ccccc2)=C1
  106	97	109	122	105	109	109	97
> COc1ccc(/C=C\c2cc(OC)c(OC)c(OC)c2)cc1OCC(=O)Nc1nc2ccccc2s1
  18	22	65	39	11	11	9.6*	9.7*

# Each structure is followed by: T-47D	MDA-MB-231	SK-MEL-28	BT-549	LOX IMVI	HS 578T	MDA-MB-468	MCF7
> COc1ccc(CCNC(=S)/N=C\C2=C(O)c3ccccc3C2=O)cc1OC
  87	82	121	105	95	97	93	72
> CC12CCC(=O)C=C1CCCC2=O (stereo not drawn)
  .	104	119	105	92	114	108	100
> N#CCCN1C/C(=C/c2ccccc2)C(=O)/C(=C/c2ccccc2)C1
  68	14	54	44	-66*	-9.5*	12	-12*
> CNCCc1ccccn1
  87&104	104&110	101&119	101&117	97&97	96&112	101&105	90&103
> Cc1nc2c(-c3ccc(Cl)cc3)nc3ccc(Cl)cc3c2c(=O)n1N
  92	96	91	125	89	105	.	95
> O=S(=O)(O)CC(O)CN(CCO)CCO (stereo not drawn)
  104	101	103	104	91	116	102	100
> COc1ccc([C@H]2[C@H](C(=O)Nc3ncccn3)c3ccccc3C(=O)N2c2ccccc2)cc1
  85	101	102	94	94	81	92	102
> Cc1cc(O)ccc1SC#N
  97	97	108	108	96	97	102	106
> CC(C)CC1NC(=O)C(CCCN)NC(=O)C(C(C)C)NC(=O)C2CCCN2C(=O)C(Cc2ccccc2)NC(=O)C(CC(C)C)NC(=O)C(CCCN)NC(=O)C(C(C)C)NC(=O)C2CCCN2C(=O)C(Cc2ccccc2)NC1=O (stereo not drawn)
  -37*	-54*	-72*	-78*	-87*	-53*	-78*	-62*
> Cc1cc(C)c2sc(=O)n(Cc3nnc(SCCC(=O)O)o3)c2n1
  89	97	101	123	99	103	110	97
> O=C(O)c1ccc(-n2cc(CNc3cc(F)c(F)c(F)c3)c(-c3cccc(F)c3)n2)cc1
  82	94	83	107	104	102	95	41
> CCOC(=O)c1cc(C(C)=O)c2cc(C)ccn12
  101	96	109	111	93	95	106	95
> Cn1ncc(CC(=O)O)c1-n1cnc2cc(Cl)ccc2c1=O
  100	90	166	100	92	122	100	105
> O=C(Nc1ccnc(F)c1)[C@H](O)[C@@H](O)C(=O)N1CCOCC1
  96	95	114	109	95	77	101	94
> O=C(CSc1nc2ccc([N+](=O)[O-])cc2[nH]1)Nc1cccc(Cl)c1
  .	41	29	17	28	38	-10*	15
> COc1cccc2c(=O)c(C(=O)O)c[nH]c12
  91	98	109	108	97	103	126	97
> COC(=O)[C@H]1CCCN1C[C@@H](O)CN1C(=O)/C(=C\c2cc(OC)c(OC)c(OC)c2)c2ccccc21
  87	102	123	111	97	100	111	71
> c1ccc(-c2[nH]c(-c3nccc4ccccc34)c(-c3ccccc3)c2-c2ccccc2)cc1
  88	93	96	99	87	105	74	93
> CC(C)C1=NOC(=O)C1=Cc1cn(-c2ccccc2)nc1-c1ccc(Cl)cc1
  75	97	85	117	6.0*	77	87	.
> O=C1c2cc([N+](=O)[O-])ccc2-c2ccc([N+](=O)[O-])cc21
  89	107	116	.	92	.	113	78

# Whole records, quoted from the list. Order of screens: T-47D | MDA-MB-231 | SK-MEL-28 | BT-549 | LOX IMVI | HS 578T | MDA-MB-468 | MCF7
# `CNCCc1ccccn1` is listed as 87&104 | 104&110 | 101&119 | 101&117 | 97&97 | 96&112 | 101&105 | 90&103
# `O=C(CSc1nc2ccc([N+](=O)[O-])cc2[nH]1)Nc1cccc(Cl)c1` is listed as . | 41 | 29 | 17 | 28 | 38 | -10* | 15
# `COc1ccc(CCNC(=S)/N=C\C2=C(O)c3ccccc3C2=O)cc1OC` is listed as 87 | 82 | 121 | 105 | 95 | 97 | 93 | 72

# Other compounds
# Each structure is followed by: T-47D	MDA-MB-231	SK-MEL-28	BT-549	LOX IMVI	HS 578T	MDA-MB-468	MCF7
> O=[N+]([O-])c1ccc(/C=C/C=C/c2ccccc2)c(Cl)c1
  74	90	106	102	98	88	.	74
> CN(C)c1ccc(N=Cc2ccc(N3CCOCC3)cc2)cc1
  94	48	114	95	74	107	57	39
> COC(=O)CC[C@H](C)[C@H]1CC[C@H]2[C@@H]3CC[C@@H]4C(c5nc6ccc(F)cc6[nH]5)=C(Cl)CC[C@]4(C)[C@H]3CC(=O)[C@]12C
  55	84	77	76	49	86	.	66
> CC(=O)OCCN1CCN(CCCN2c3ccccc3Sc3ccc(C(F)(F)F)cc32)CC1
  .	90	58	86	72	74	73	76
> OB(O)c1cccc(-c2nc3ccc4[nH]ncc4c3c3c2CCCC3)c1F
  54	41	92	30	26	25	55	62
> O=C(O)c1ccc(-c2nn(-c3ccc(C(F)(F)F)cc3)cc2CNc2cccc(C(=O)O)c2)cc1
  104	107	110	117	98	106	125	96
> O=C1/C(=C/c2ccccc2)COc2ccc(O)c(O)c21
  102	97	114	100	99	107	112	93
> O=S(=O)(Nc1nc(-c2nc(-c3ccccc3)no2)cs1)c1cc(Cl)cc(Cl)c1
  .	97	101	92	93	89	102	98
> N#CC[C@H](C1CCCC1)n1cc(-c2ncnc3[nH]ccc23)cn1
  72	60	80	78	55	.	71	42
> CCOC(=O)C1=C(CC(O)c2ccc(OC)cc2OC)NC(=O)NC1c1ccccc1 (stereo not drawn)
  110	99	115	102	94	117	.	120
> COc1cc(C2c3cnn(C(C)(C)C)c3N=C3NC(=O)N(c4ccc(Cl)cc4)C32)cc(OC)c1OC (stereo not drawn)
  100	117	107	97	103	101	78	82
> O=C(O)/C=C\C(=O)N1C/C(=C\c2ccccc2Cl)C(=O)/C(=C/c2ccccc2Cl)C1
  7.5*	-15*	-40*	-57*	-69*	47	-75*	3.4*
> COc1cc2c(cc1-c1c(C)noc1C)ncc1nc(C3CCCCC3)n([C@H](C)COC(F)F)c12
  33	42	50	59	11	19	39	18
> O=C1NC(c2cccc([N+](=O)[O-])c2)c2sc3c(F)cccc3c2C1Cl (stereo not drawn)
  91	95	111	96	95	.	108	92
> CCOC(=O)Oc1ccc([N+](=O)[O-])c(C=O)c1
  108	110	111	101	96	102	99	95
> CC(=O)N(C(C)=O)c1ncc(-c2ccc(C(F)(F)F)cc2)c(NC2CCCCCC2)n1
  49	85	94	88	87	89	42	77
> COc1ccc2c(-c3cc4c(oc3=O)-c3ccccc3OC4OC(C)=O)cc(=O)oc2c1 (stereo not drawn)
  43	88	96	87	76	56	.	82
> O=[N+]([O-])c1ccc(O)c(C=NCCN=Cc2cc([N+](=O)[O-])ccc2O)c1
  104	102	99	.	98	106	91	90
> Nc1ncncc1-c1ccc(F)cc1
  97	127	115	111	99	113	105	110
> O=C1C=Cc2ccccc2C1=C1SCCS1
  94	98	105	110	91	113	112	88

# Each structure is followed by: T-47D	MDA-MB-231	SK-MEL-28	BT-549	LOX IMVI	HS 578T	MDA-MB-468	MCF7
> C=COCCCCCCCCCCCCCCCCCC
  114	90	104	103	.	89	103	104
> CC(=O)SCC(Cc1ccccc1)C(=O)NCC(=O)OCc1ccccc1 (stereo not drawn)
  94	97	122	122	97	102	114	102
> CCOC(=O)c1[nH]c(Cc2[nH]c(C)c(C(=O)OCC)c2C)c(C(=O)OCC)c1C
  54	57	109	101	81	.	90	88
> CN(Cc1cnc2nc(N)nc(N)c2n1)c1c(Cl)cc(C(=O)NC(CCC(=O)O)C(=O)O)cc1Cl (stereo not drawn)
  53	68	63	22	14	66	15	19
> Cc1cnc2c(=O)[nH]c(N)nc2n1
  115	115	113	139	105	112	116	112
> O=C(c1cccc([N+](=O)[O-])c1)c1cccc([N+](=O)[O-])c1
  95	102	117	79	107	103	104	99
> COc1ccc(/C=C/c2nc(Nc3cccc(C(C)=O)c3)c3ccccc3n2)cc1
  57	81	99	95	53	85	41	30
> COc1ccc(-c2nc(SCC(=O)Nc3nc4ccc(C)cc4s3)[nH]c(=O)c2C#N)cc1OC
  95	98	108	98	90	87	100	96

# Screening results (PubChem BioAssay)

# Compounds were not picked by outcome. About 12% of those tested had a hit in this group.
